OXTR agonist: human OXTR agonists, primary screen, fluorescence, CHO-OTR cells, Fluo-8 calcium; Fluo-8 calcium fluorescence; normalized: DMSO 0%, oxytocin 100%; AID 2435, 2010; hit rate 0.32% among 320,000; activation, % at 3 µM; Oxytocin receptor (Homo sapiens), P30559;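 active means activation above the mean of all tested compounds plus 3 SD, cutoff set per screening run, cut at about 20% in these data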;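 further: peak over basal fluorescence ratio from a 100 s FLIPR kinetic read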
Target sequence (P30559 whole entry, looked up): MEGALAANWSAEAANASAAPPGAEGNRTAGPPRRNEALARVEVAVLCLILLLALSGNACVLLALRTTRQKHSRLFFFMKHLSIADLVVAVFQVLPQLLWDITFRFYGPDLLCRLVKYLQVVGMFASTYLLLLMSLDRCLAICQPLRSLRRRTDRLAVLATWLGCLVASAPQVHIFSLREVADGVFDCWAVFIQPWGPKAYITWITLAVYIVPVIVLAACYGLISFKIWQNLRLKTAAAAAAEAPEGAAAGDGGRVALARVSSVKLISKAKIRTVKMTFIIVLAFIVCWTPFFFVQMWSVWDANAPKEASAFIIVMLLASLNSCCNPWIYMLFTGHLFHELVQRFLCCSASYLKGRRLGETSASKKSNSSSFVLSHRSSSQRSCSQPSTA
VIM-2 inh: VIM-2 metallo-beta-lactamase inhibitors, primary screen, biochemical, epi-absorbance readout, Pseudomonas aeruginosa enzyme; purified VIM-2, nitrocefin hydrolysis, epi-absorbance fluorescence; AID 1527, 2009; hit rate 0.89% among 290,000; inhibition, % at 5.6 µM;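 active means inhibition above the mean of all tested compounds plus 3 SD, cutoff set per screening run, cut at about 7.5% in these data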;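 further: red hydrolysis product quenches plate fluorescence so inhibitors raise well fluorescence; 0% = enzyme with DMSO and 100% = DMSO without enzyme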
GalR3 antag: GalR3 antagonists in HEK293 cells, primary screen, cell-based, fluorescence readout; Galanin receptor type 3 (Homo sapiens), O60755; HEK293 GalR3-CNG cAMP membrane potential fluorescence; galR3 body fused to GalR1 C-terminus; inhibition, % at 3 µM; hit rate 0.44% among 360,000; AID 651719, 2012;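 active means inhibition above the screen-wide average plus 3 SD, cut at about 13% in these data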;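 further: forskolin and galanin both at EC90 stimulate the cells; cAMP rise reported by CNG channel membrane potential dye signal; 0% = forskolin plus galanin with DMSO and 100% = forskolin alone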
PHOSPHO1 block: PubChem AID 1565 | Phosphoethanolamine/phosphocholine phosphatase (Homo sapiens), Q8TCT1 | recombinant PHOSPHO1, absorbance phosphatase assay | inhibition, % at 13.3 µM | hit rate 1.1% among 290,000; in the data active means inhibition above about 60%
Target sequence (Q8TCT1 whole entry, looked up): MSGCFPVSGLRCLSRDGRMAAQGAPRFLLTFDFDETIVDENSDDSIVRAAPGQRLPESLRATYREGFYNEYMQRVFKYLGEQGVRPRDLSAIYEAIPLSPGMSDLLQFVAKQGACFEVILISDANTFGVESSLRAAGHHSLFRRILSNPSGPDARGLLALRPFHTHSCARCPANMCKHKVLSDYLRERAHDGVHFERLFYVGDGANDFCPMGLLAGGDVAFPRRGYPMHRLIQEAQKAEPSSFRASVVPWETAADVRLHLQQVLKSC
NS3 helicase inh: inhibitors of HCV NS3 helicase, primary screen, biochemical, Cy5 molecular beacon fluorescence; Hepatitis C virus NS3 helicase; AID 1800, 2009; inhibition, % at 10.9 µM; NS3 helicase DNA unwinding; hit rate 0.56% among 290,000;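 active means inhibition above the mean of all tested compounds plus 3 SD, set per campaign, cut at about 35% in these data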;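 further: 0% = DMSO wells and 100% = thioflavine S control wells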
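assay system = NS3 helicase fragment of HCV | buffer or medium = MOPS pH 6.5, MgCl2, DTT, Tween20, BSA | timing = 60 min unwinding reaction at 25 °C after ATP addition | signal = Cy5 beacon fluorescence read at start and 1 h | read-out basis = % inhibition of unwinding | control set = low DMSO, high thioflavine S at 110 µM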
FID counter: compounds displacing fluorescent DNA intercalator, primary screen, artefact control for HCV NS3 helicase inhibitor project, biochemical, FID fluorescence; inhibition, % at 7.9 µM; DNA fluorescent intercalator displacement; hit rate 0.17% among 290,000; in the data active means inhibition above about 37%;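 further: 0% = vehicle and 100% = reference compound; higher means more ethidium bromide displaced from hairpin DNA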
IMP-1 inh: IMP-1 metallo-beta-lactamase inhibitors, primary screen, biochemical, epi-absorbance readout, Pseudomonas aeruginosa enzyme. metallo-beta-lactamase IMP-1 (Pseudomonas aeruginosa). purified IMP-1, nitrocefin hydrolysis, epi-absorbance fluorescence. inhibition, % at 5.6 µM. hit rate 0.45% among 290,000. AID 1556, 2009;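 active means inhibition above the mean plus 3 SD of all compounds in the same screening run, cut at about 4.5% in these data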;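 further: 0% = IMP-1 with DMSO and 100% = DMSO wells lacking enzyme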
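System: purified IMP-1; amount: IMP-1 0.2 nM before substrate addition; compound: single dose, 5.6 µM; times: 25 °C, 15 min preincubation, 25 min reaction; signal: Epi-absorbance via hydrolysed-nitrocefin quenching of white-plate fluorescence, 480/530 nm, EDTA stop; benchmarks: DMSO with and without IMP-1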
GPR7 antagonist: GPR7 receptor antagonists, primary screen, cell-based, fluorescence, single concentration. GPR7-expressing cells, fluorescence antagonist assay. hit rate 1.1% among 290,000. inhibition, % at 4.4 µM. AID 1861, 2009. Neuropeptides B/W receptor type 1 (Homo sapiens), P48145; in the data active means inhibition above about 16%, passing the limit was not always enough;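 further: cells stimulated with the agonist NPW; 0% = agonist with vehicle and 100% = vehicle without agonist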
Target sequence (P48145 whole entry, looked up): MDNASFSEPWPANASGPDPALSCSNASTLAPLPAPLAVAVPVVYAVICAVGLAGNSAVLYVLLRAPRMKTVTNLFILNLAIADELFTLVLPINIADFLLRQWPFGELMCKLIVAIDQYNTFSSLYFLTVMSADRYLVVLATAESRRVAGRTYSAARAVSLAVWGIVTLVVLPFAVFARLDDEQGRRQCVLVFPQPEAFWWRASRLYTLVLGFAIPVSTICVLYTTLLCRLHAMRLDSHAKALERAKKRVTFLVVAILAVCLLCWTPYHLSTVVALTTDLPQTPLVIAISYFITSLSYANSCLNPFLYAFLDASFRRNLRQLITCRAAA
V1aR counter: agonists of human V1a receptor, primary screen, counter-screen for OXTR agonist project, fluorescence, CHO-V1R cells | AID 2797, 2010 | Fluo-8 calcium fluorescence, agonist mode; 0% DMSO, 100% 3 nM vasopressin | activation, % at 3 µM | hit rate 0.25% among 320,000;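 active means activation above the mean activation of all tested compounds plus 3 SD, per screening run, cut at about 20% in these data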;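 further: signal is peak over basal fluorescence ratio across a 100 second FLIPR read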
* marks the source's active call; other numbers are inactive results; nt = no result given.

SMILES | OXTR agonist | VIM-2 inh | GalR3 antag | PHOSPHO1 block | NS3 helicase inh | FID counter | IMP-1 inh | GPR7 antagonist | V1aR counter
O=C(Nc1ccccc1C(=O)NC1CCCCC1)c1ccco1 | -2.1 | -2.0 | 2 | -1 | 1 | -2 | -2.5 | -18 | -1.1
CCN(Cc1ccccc1)C(=O)C1CCN(C(=O)Nc2ccccc2)CC1 | 0.1 | -2.5 | 0 | 24 | 0 | -26 | -1.7 | -9 | 0.5
CC(=O)Nc1cccc2c1C(=O)N(c1ccccc1OC(C)=O)C2=O | 0.5 | -0.4 | -4 | 26 | 11 | -3 | 0.3 | -5 | -0.6
Cc1cc(OC(=O)c2ccccc2Cl)ccc1N1C(=O)CCC1=O | 0.7 | -1.5 | -2 | 38 | -4 | -12 | -2.5 | -8 | 0.5
Cc1ccnc(NC(=S)NC(=O)c2cccs2)c1 | -1.7 | 0.3 | -2 | -5 | 3 | -4 | -1.2 | -2 | 0.7
O=C1CCC(C(=O)N2CCC(CCO)CC2)CN1Cc1ccc(Cl)cc1 (stereo unspecified) | -0.9 | -2.2 | -2 | 26 | 1 | -22 | -2.2 | -19 | -0.4
CC(=O)N1CCc2cc(S(=O)(=O)N3CCCCC3C)ccc21 (stereo unspecified) | 2.3 | -1.6 | -9 | 49 | 4 | -20 | -3.7 | -12 | 1.9
O=C(c1ccccc1)c1c[nH]c(C(=O)NCCCn2ccnc2)c1 | -0.4 | -0.7 | 1 | -6 | -12 | -3 | -2.1 | 7 | 0.2
COc1ccccc1C1(CCNS(=O)(=O)c2ccc(C)cc2)CCOC(C(C)C)C1 (stereo unspecified) | -1.5 | -2.3 | -10 | -8 | -3 | -30 | -3.4 | -5 | -0.5
CCN(CC)CCNC(=O)Cn1nc(Cc2cccnc2)c2ccccc2c1=O | -0.2 | -1.9 | nt | -4 | 13 | 2 | -3.0 | -13 | -0.2
O=C1c2ccccc2NC(c2cnc3ccccc3n2)N1O (stereo unspecified) | 0.0 | -1.2 | -4 | 21 | -2 | -4 | -6.6 | -6 | 11
Cc1ccc(N(C(C)C(=O)NCc2ccncc2)S(C)(=O)=O)cc1C (stereo unspecified) | -0.6 | -2.1 | 2 | 24 | -1 | -4 | -2.2 | -7 | 0.7
CCC(Oc1ccc(C)cc1)C(=O)Nc1ccc(S(=O)(=O)Nc2cc(C)on2)cc1 (stereo unspecified) | 1.2 | 0.1 | 5 | 10 | -1 | -39 | -1.7 | -9 | 1.7
CC1CCC(=NNc2ccc(C(F)(F)F)cc2[N+](=O)[O-])CC1 (stereo unspecified) | -0.4 | -1.4 | -3 | -15 | 1 | 3 | -5.8 | -3 | 0.7
C=CCn1c(C)c(C(C)=O)cc(NC(=O)c2ccccc2)c1=O | 0.1 | -2.1 | -3 | 24 | -2 | -13 | -3.9 | -8 | 0.6
COC(=O)N/N=C/c1ccc(-c2ccc(C)c(Cl)c2)o1 | -2.3 | -2.0 | 3 | -1 | 6 | -9 | -3.4 | -4 | -1.2
COc1ccc(O)c(C(=O)c2cnc3c(c2)c(-c2ccc(F)cc2)c(C#N)c(=O)n3C)c1 | -2.0 | -2.6 | -2 | 32 | -9 | -7 | -2.1 | -7 | -1.0
CCOc1ccc(NC(=O)CCC(=O)N/N=C/c2ccc3c(c2)OCO3)cc1 | -1.6 | -0.9 | -3 | 2 | -7 | -5 | -0.3 | 1 | -1.1
Cc1cc(=O)oc2cc(OCC3CC(c4ccc(Br)cc4)=NO3)ccc12 (stereo unspecified) | 0.3 | 2.7 | -2 | 15 | -1 | -1 | -1.3 | -1 | 1.8
C=CCn1c(O)c(N=NC(=O)CNC(=O)/C=C/c2ccc(OC)cc2)c2ccccc21 | -1.5 | -0.5 | -5 | 19 | -14 | -27 | -1.7 | -12 | 0.2
CC(OC(=O)c1cccnc1Cl)C(=O)Nc1ccc(S(N)(=O)=O)cc1 (stereo unspecified) | 0.7 | -2.0 | -6 | -2 | 26 | -2 | -2.3 | -2 | 0.2
Cc1ccc(C)c(NC(=O)c2ccc(OC(=O)c3ccco3)cc2)c1 | -0.8 | -1.6 | -3 | -1 | -1 | -17 | -3.8 | 15 | 0.1
Cc1ccc(S(=O)Cc2ccc(C(=O)N3CCN(C4CCCCC4)CC3)o2)cc1 (stereo unspecified) | -0.6 | -1.3 | -3 | 26 | 7 | -12 | -1.0 | -3 | -0.2
CCOc1ccc(CN2CCN(C(=O)c3ccco3)CC2)cc1 | 0.4 | -1.4 | -10 | 34 | 3 | -1 | -0.2 | -14 | 0.9
CSc1cccc(NC(=O)Nc2ccccc2)c1 | 6.2 | -3.6 | -3 | 24 | -9 | 4 | -2.1 | 7 | 7.1
CCCCn1c(=O)[nH]c(=O)c2c(C(=O)OCC)cc(-c3cccs3)nc21 | -1.9 | -0.6 | 4 | 15 | -1 | -3 | -1.4 | -12 | -0.6
NS(=O)(=O)c1cccc(NC(=O)CSc2nc3ccccc3[nH]2)c1 | 0.3 | -1.4 | -4 | 33 | -8 | -6 | -4.0 | -3 | -1.1
CN(CC(=O)Nc1ccccc1Br)Cc1nc2ccccc2c(=O)[nH]1 | 0.3 | -5.9 | 6 | 54 | 0 | -21 | -3.0 | -4 | -0.3
On1nnc2cc(C(F)(F)F)ccc21 | 0.4 | -1.0 | 8 | -18 | -13 | -1 | -1.3 | -6 | 1.5
Cc1ccc(SCC(=O)NCCC2=CCCCC2)cc1 | -1.4 | -3.4 | -3 | 7 | 3 | -26 | -8.3 | -7 | -1.8
Cc1cc(N2CCN(C)CC2)ccc1NC(=O)c1c2c(nc3ccccc13)CCN(Cc1ccccc1)C2 | 1.6 | 0.5 | nt | 28 | -38 | 34 | -3.0 | 2 | -0.3
CCOC(=O)C1=C(C)NC(=S)NC1c1cccs1 (stereo unspecified) | -1.3 | -2.0 | 0 | -15 | -14 | 0 | -3.1 | -3 | -0.8
COCCn1cnnc1SCC(=O)c1ccc(S(=O)(=O)N2CCCC2)cc1 | 0.7 | -0.9 | 3 | 33 | -1 | -5 | -3.4 | -8 | 1.5
Cc1nn(Cc2ccccc2)c2c1C(c1ccco1)C(C#N)=C(N)O2 (stereo unspecified) | -0.1 | -3.9 | -1 | -32 | 13 | -8 | 0.9 | 8 | 1.1
NC(=O)CC(NC(=O)Cc1ccc(Cl)cc1)c1ccc(NCC2CC2)c([N+](=O)[O-])c1 (stereo unspecified) | 0.4 | nt | -4 | 16 | nt | nt | nt | nt | -0.2
COc1ccccc1CN1CCC(CNS(=O)(=O)c2cc(-c3cc(C)no3)ccc2C)CC1 | 6.1 | -1.2 | -8 | 43 | -68 | 28 | -4.7 | -6 | 2.4
CC(C)CN(C(=O)c1cccc(F)c1)c1c(N)n(CC(C)C)c(=O)[nH]c1=O | 1.0 | 0.8 | -8 | 10 | 2 | -7 | 0.4 | -5 | 0.3
CCCN1CCN(C(=S)Nc2ccccc2C(F)(F)F)CC1 | 1.4 | 0.6 | -1 | -11 | -3 | -11 | -2.3 | -3 | -0.1
COc1ccc(OC)c(C2C(C(=O)Nc3ccc(F)cc3)=C(C)Nc3nc(CCCO)nn32)c1 (stereo unspecified) | 1.0 | 0.7 | -2 | 22 | -12 | -5 | -3.5 | -2 | -0.3
COc1ccccc1/C=C1\SC(=S)N(CCC(=O)NCCCn2ccnc2)C1=O | -2.5 | 3.6 | 3 | 30 | -57 | 15 | -1.6 | 4 | -0.9
COc1cc2ccc(=O)oc2cc1OCC(O)C(C)(C)O (stereo unspecified) | 0.7 | nt | -2 | 22 | nt | nt | nt | nt | 0.3
O=S(=O)(c1ccc(F)cc1)N1CCC(n2cnc3ccccc32)CC1 | -1.0 | -3.9 | -8 | 0 | -1 | -22 | -3.3 | -3 | 2.2
COc1ccc(-c2nc3c4ccccc4ccn3c2C=O)cc1 | 0.5 | -4.0 | 3 | -12 | 3 | -5 | -4.6 | 4 | -0.3
Cc1ccc(C(=O)OC2CCS(=O)(=O)c3sccc32)cc1 (stereo unspecified) | 0.8 | -0.2 | -2 | 2 | -8 | -8 | -0.1 | -2 | 1.8
O=C(O)c1cc([N+](=O)[O-])c(Sc2nc3ccccc3[nH]2)c([N+](=O)[O-])c1 | -0.5 | -2.1 | -12 | 31 | 18 | 3 | -3.8 | 6 | 0.3
N#CC1=C(N)Oc2n[nH]c(-c3cccs3)c2C1c1ccco1 (stereo unspecified) | 3.4 | 4.0 | 6 | 34 | 8 | -7 | -1.0 | -10 | 6.4
CCOC(=O)C1CCN(c2cc(=O)n(C3CCCCC3)c(=O)[nH]2)CC1 | 0.9 | -4.3 | -4 | 6 | 0 | -5 | -1.9 | -6 | 0.8
CC1S/C(=C(\C#N)C(=O)NCc2ccco2)N(Cc2ccco2)C1=O (stereo unspecified) | -1.2 | -0.7 | 0 | 11 | 3 | -1 | -0.7 | 3 | 0.3
COc1ccc(CNc2cc(C)ccn2)c(O)c1 | 0.6 | -1.8 | -1 | -3 | 0 | -7 | -3.5 | -9 | 0.6
Cc1cc(C)c(NC(=O)CSc2nnc(-c3ccccn3)n2N)c(Cl)c1 | -1.6 | -2.6 | -1 | 28 | 13 | -12 | -2.0 | -4 | -1.6
Cc1nc(C(=O)NCc2ccccc2)sc1C1(C)CC(c2ccccc2)=NO1 (stereo unspecified) | 11 | nt | -5 | -31 | nt | nt | nt | nt | 12
O=C(CSc1cn(CC(=O)N2CCCCC2)c2ccccc12)NCC1CCCO1 (stereo unspecified) | 0.9 | -0.5 | -1 | -20 | -3 | -23 | 0.0 | -6 | -0.3
CN1C(=O)C(c2ccccc2[N+](=O)[O-])C(=O)c2ccccc21 (stereo unspecified) | 0.3 | -0.5 | -6 | 27 | -2 | -2 | -1.4 | 1 | 0.9
C=CCn1cc(-c2cccc(Cl)c2)cc(C#N)c1=O | -1.7 | -1.1 | -6 | 2 | -3 | -5 | -1.6 | -1 | -0.7

Some of the entries above, set out differently:
SMILES,OXTR agonist,VIM-2 inh,GalR3 antag,PHOSPHO1 block,NS3 helicase inh,FID counter,IMP-1 inh,GPR7 antagonist,V1aR counter
N#CC1=C(N)Oc2n[nH]c(-c3cccs3)c2C1c1ccco1 (stereo unspecified),3.4,4.0,6,34,8,-7,-1.0,-10,6.4
CCOC(=O)C1CCN(c2cc(=O)n(C3CCCCC3)c(=O)[nH]2)CC1,0.9,-4.3,-4,6,0,-5,-1.9,-6,0.8
CC1S/C(=C(\C#N)C(=O)NCc2ccco2)N(Cc2ccco2)C1=O (stereo unspecified),-1.2,-0.7,0,11,3,-1,-0.7,3,0.3
